Screening data deposited in PubChem by Sanford-Burnham Center for Chemical Genomics.
APJ ag – agonists of human apelin receptor APJ, primary screen, CHO-K1 cells, PathHunter beta-arrestin, luminescence. P35414. 0% DMSO wells, 100% apelin. activation, % at 20 µM. 0.11% of 330,000 active;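 active = activation more than six SD over the plate average, tested at 20 µM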;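 note: 0% = DMSO alone and 100% = apelin-13 at 10 nM; some results filed as inactive read as strong as hits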
Target sequence (P35414 whole entry, looked up): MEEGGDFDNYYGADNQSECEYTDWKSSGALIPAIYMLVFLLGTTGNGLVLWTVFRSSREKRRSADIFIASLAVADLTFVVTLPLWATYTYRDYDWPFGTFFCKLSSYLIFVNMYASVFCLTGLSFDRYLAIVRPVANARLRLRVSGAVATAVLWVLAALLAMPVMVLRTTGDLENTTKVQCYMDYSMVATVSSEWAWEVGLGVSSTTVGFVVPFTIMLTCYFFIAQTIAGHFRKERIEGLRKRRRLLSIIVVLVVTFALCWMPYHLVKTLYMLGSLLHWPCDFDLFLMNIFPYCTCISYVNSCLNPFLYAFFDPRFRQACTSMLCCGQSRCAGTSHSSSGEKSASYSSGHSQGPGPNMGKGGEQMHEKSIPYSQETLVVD
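Assay system – PathHunter CHO-K1 APJ (AGTRL-1) beta-arrestin reporter cells · Compound – one dose, 20 µM compound, 1% DMSO · Timing – compound 90 min 25 °C, reagent 1 h · Measured by – luminescence from split beta-galactosidase complementation, Galacton Star/Emerald II substrate · Measure – beta-arrestin recruitment to APJ as agonist activity, luminescent signal · Benchmarks – DMSO vs Apelin-13 10 nM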
CHOP UPR activ – activators of apoptotic CHOP UPR arm, primary screen, cell-based, CHO-CHOP luciferase reporter, luminescence, uHTS; UPR activation; percent of tunicamycin response over DMSO baseline; activation, % at 10 µM; 0.34% of 330,000 active;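 active = at 10 µM dose, activation of 40% or more, normalized to positive control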;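 note: 100% = tunicamycin at 10 µg/mL and 0% = DMSO alone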
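System: CHO-CHOP luciferase reporter cell line; amount: 500 cells/well; buffer or medium: F12 medium containing 10% fetal bovine serum; incubation: 6 h compound exposure at 37 °C after overnight seeding; measured by: luciferase luminescence after 10 min with Steady-Glo reagent; evaluation: % reporter activation, DMSO baseline versus tunicamycin full activation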
Mdm2-MdmX inh – inhibitors of human Mdm2-MdmX association, primary screen, cell-based, luminescence, split luciferase, SaOS-2, uHTS | Protein Mdm4 (Homo sapiens) + E3 ubiquitin-protein ligase Mdm2 (Homo sapiens), … | SaOS-2 split-luciferase Mdm2/MdmX complementation | inhibition, % at 8 µM | 3% of 330,000 active;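 active = inhibition of at least 50% at 8 µM in the primary screen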
tim10-1 inh – growth inhibitors of tim10-1 mutant yeast, primary screen, luminescence, uHTS. S. cerevisiae tim10-1 ts strain growth, BacTiter-Glo, 24 h. inhibition, % at 20 µM. 2.2% of 330,000 active. AID 463190, 2010;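 active = inhibition of at least 40%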;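 note: mutant grown at 25 °C; 0% = DMSO wells with yeast and 100% = wells holding no yeast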
TIM10 inh – growth inhibitors of isogenic TIM10 control yeast, primary screen, counter-screen for tim10-1 yeast inhibitor project, luminescence, uHTS | S. cerevisiae TIM10 strain growth, BacTiter-Glo luminescence, 24 h | inhibition, % at 10 µM | 1.4% of 330,000 active;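 active = inhibition of 40% or more at the single tested concentration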;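 note: wild-type TIM10 isogenic control strain grown at permissive 25 °C; 0% = DMSO yeast wells and 100% = minimal medium wells without yeast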
APJ antagonist – antagonists of human apelin receptor APJ, primary screen, CHO-K1 cells, beta-arrestin complementation, luminescence; inhibition, % at 20 µM; 0.32% of 330,000 active;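 active = inhibition above about 40% at 20 µM, limit read from the data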;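 note: cells challenged with 10 nM apelin-13 agonist together with compound; plate controls were apelin-13 plus DMSO wells for no effect and DMSO wells lacking apelin-13 for full effect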
XBP1 UPR activ – activators of adaptive XBP1 UPR arm, primary screen, cell-based, CHO-XBP1 luciferase reporter, luminescence, uHTS. IRE1-XBP1 UPR activation; percent of tunicamycin response, DMSO as zero. activation, % at 20 µM. 0.33% of 330,000 active. AID 463104, 2010;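 active = versus positive control, 20 µM dose yields 30% or more activation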;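 note: 100% = tunicamycin at 10 µg/mL and 0% = DMSO only wells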
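Material – CHO cell line with stable XBP1 luciferase reporter · Buffer or medium – F12 plus 10% FBS · Compound – single point, 20 µM final compound, 1% DMSO · Schedule – 16-18 h cell attachment at 37 °C, then 6 h compound exposure · Signal – Steady-Glo luminescence read · Benchmarks – high control tunicamycin 10 µg/mL final, low control DMSO vehicle only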
tim23-1 inh – growth inhibitors of tim23-1 mutant yeast, primary screen, luminescence, uHTS. S. cerevisiae tim23-1 growth, BacTiter-Glo luminescence, 24 h. inhibition, % at 20 µM. AID 463212, 2010. 1.3% of 330,000 active;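 active = growth inhibition of the mutant yeast at or above 50%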;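 note: temperature-sensitive mutant grown at 25 °C; plate controls were DMSO-treated mutant yeast for no effect and medium wells lacking yeast for full effect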
CXCR6 block – CXCR6 receptor inhibitors, primary screen, cell-based, beta-arrestin, luminescence, CHO-K1 PathHunter, 1536-well; C-X-C chemokine receptor type 6 (Homo sapiens), O00574; inhibition, % at 20 µM; 0.36% of 360,000 active; in the data active = inhibition above about 34%, passing the limit was not always enough;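 note: antagonist mode with CXCL16 agonist at 10 nM final; 0% = 10 nM CXCL16 with DMSO and 100% = unstimulated wells without agonist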
Target sequence (O00574 whole entry, looked up): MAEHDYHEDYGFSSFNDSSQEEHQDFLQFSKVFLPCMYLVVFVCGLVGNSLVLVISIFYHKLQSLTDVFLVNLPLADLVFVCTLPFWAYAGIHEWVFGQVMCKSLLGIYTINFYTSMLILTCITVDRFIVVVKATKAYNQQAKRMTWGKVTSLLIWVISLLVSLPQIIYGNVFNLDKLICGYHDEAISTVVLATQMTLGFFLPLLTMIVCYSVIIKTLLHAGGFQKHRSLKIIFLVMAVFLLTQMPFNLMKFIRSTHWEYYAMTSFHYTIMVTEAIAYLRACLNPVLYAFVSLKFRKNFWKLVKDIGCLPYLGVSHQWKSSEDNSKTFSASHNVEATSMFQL
Starred values were filed as active, the others as inactive; nt = not tested or not shown. An excerpt; the hit share may differ from the screen's.

no.	SMILES	APJ ag	CHOP UPR activ	Mdm2-MdmX inh	tim10-1 inh	TIM10 inh	APJ antagonist	XBP1 UPR activ	tim23-1 inh	CXCR6 block
1	O=C1/C(=C\c2ccc3c(c2)OCO3)N2CCC1CC2	-1	0.9	-7	37	29	19	-2	15	0
2	CC/C(=N\NC(=O)c1ccccc1O)c1c(O)n(C2CCCCC2)c(=O)[nH]c1=O	-5	-0.1	3	24	5	22	-5	16	24
3	C=C1[C@H]2C[C@H]3[C@H]4N5C[C@]6(C)CCC[C@]47[C@H]([C@H]2O)[C@]3(C[C@]5(O)[C@H]67)[C@@H]1O	-4	-1.7	11	10	-2	-34	-1	12	-6
4	CN(C(=O)c1ccc(Cl)nc1)C1(c2ccccc2Cl)CCCCC1=O (stereo not drawn)	-2	-1.7	5	17	13	-6	-3	-13	5
5	CN1CCN(c2ccc(Cl)cc2N)CC1	-2	-0.9	12	-16	-11	-2	-2	-4	-3
6	O=C1NC(=O)C(=Cc2ccc(Oc3ccc([N+](=O)[O-])cc3)cc2)C(=O)N1	-2	0.3	-6	23	8	4	0	17	-1
7	C=CCC1(CN2CCCC2=O)C(=O)NC(=O)NC1=O	-1	-3.1	16	-7	-9	-3	2	5	-7
8	CC1CN=C(Nc2cccc3ccccc23)S1 (stereo not drawn)	0	0.6	8	4	1	-46	5	-8	9
9	COCCNC(=O)CN1C(=O)CN=C(c2ccccc2)c2ccccc21	-2	-0.1	0	-15	-4	3	-1	9	5
10	C=CCn1c(O)c(C(C)=NCCO)c(=O)[nH]c1=O	-5	0.0	12	0	-15	0	-2	7	5
11	C[n+]1c(-c2ccccc2)cc(-c2ccc(Cl)cc2)cc1-c1ccccc1	-2	-1.6	23	24	11	3	-3	19	9
12	C1=C(c2c[nH]c3ccccc23)CCNC1	-2	1.1	-2	8	2	-10	2	5	nt
13	N#CC1=C(N)Oc2c(c(=O)oc3ccccc23)C1c1ccc([N+](=O)[O-])o1 (stereo not drawn)	3	-1.1	2	13	8	-22	0	19	0
14	O=C(c1ccc2c(c1)OCO2)C1CCCN(CC2CCCCC2)C1 (stereo not drawn)	-3	0.3	-9	-54	-5	10	-3	3	5
15	CCCCc1nc2ccccc2c(=O)n1-c1ccccc1[N+](=O)[O-]	-3	-3.6	6	1	-23	7	-3	14	7
16	Cc1cc(NCCN)nc2ccccc12	-1	0.8	17	-20	-22	-6	-1	-4	2
17	COC(=O)C1=C(c2cccc(OCc3ccccc3)c2)C[C@@H]2CC[C@H]1N2C(=O)NC1CCN(Cc2ccccc2)CC1	-1	2.8	61*	10	1	22	-2	8	5
18	CCN1CCN(c2ccc(NC(=O)C(C)C)cc2Cl)CC1	-3	-1.3	29	-23	-6	5	-2	-22	-4
19	COC(=O)c1ccc(COc2cc(C)cc3oc(=O)c4c(c23)CCCC4)o1	-3	-0.3	19	16	19	-9	0	24	6
20	O=c1[nH]c(=S)n(C2CC2)c(O)c1/C=N/Nc1ccccc1	2	2.5	16	-24	-31	-9	1	9	-8
21	O=S(=O)(c1ccc(Cl)cc1)N1CCCCC1c1cccnc1 (stereo not drawn)	-4	2.1	20	-25	-23	-1	-2	-220	-3
22	O=C(O)C1CN2CCC1CC2 (stereo not drawn)	-1	1.6	6	4	5	-3	-1	1	-5
23	COc1cc(C(c2c(C)[nH]n(-c3ccccc3)c2=O)c2c(C)[nH]n(-c3ccccc3)c2=O)cc(OC)c1OC	-6	0.5	-11	28	21	13	-3	32	13
24	COc1ccc(Cl)cc1N=Cc1c(O)n(C)c(=O)n(C)c1=O	-3	-2.2	-1	4	7	0	-2	17	5
25	O=C(NCc1cccnc1)Nc1ccc([N+](=O)[O-])cc1	2	0.8	12	-11	13	14	-1	-5	5

Three structures out of the list, arranged by molecular weight, lowest first:
no.	SMILES	APJ ag	CHOP UPR activ	Mdm2-MdmX inh	tim10-1 inh	TIM10 inh	APJ antagonist	XBP1 UPR activ	tim23-1 inh	CXCR6 block
1	O=C1/C(=C\c2ccc3c(c2)OCO3)N2CCC1CC2	-1	0.9	-7	37	29	19	-2	15	0
25	O=C(NCc1cccnc1)Nc1ccc([N+](=O)[O-])cc1	2	0.8	12	-11	13	14	-1	-5	5
24	COc1ccc(Cl)cc1N=Cc1c(O)n(C)c(=O)n(C)c1=O	-3	-2.2	-1	4	7	0	-2	17	5

Later entries
no.	SMILES	APJ ag	CHOP UPR activ	Mdm2-MdmX inh	tim10-1 inh	TIM10 inh	APJ antagonist	XBP1 UPR activ	tim23-1 inh	CXCR6 block
26	Fc1ccc(C2=CCN(C(c3cccs3)c3nnnn3CCc3ccccc3)CC2)cc1 (stereo not drawn)	-6	3.2	38	2	-1	16	-2	4	11
27	COc1ccc(CN2C(=O)CC(=O)NC2=O)cc1	-4	-2.1	2	8	-2	-14	-1	9	-2
28	CCOC(=O)c1nc2ccccc2c(=O)n1-c1ccc(C)cc1	0	2.9	6	22	10	-9	-3	37	6
29	CCOc1ccc(-n2c(O)c(C=NCCCn3ccnc3)c(=O)[nH]c2=O)cc1	-1	1.6	35	-6	3	1	-2	-15	-4
30	CCN1CCN(C(=O)COc2ccc(S(=O)(=O)Nc3ccc(Cl)cc3)cc2)CC1	-2	-1.0	16	10	-4	10	-6	5	-3
31	COc1ccccc1N=Cc1c(O)n(C)c(=O)n(C)c1=O	-1	6.6	11	23	5	7	4	7	4
32	CN1CCN(c2ccc(F)cc2N)CC1	-1	1.0	21	8	-1	-2	2	14	-4
33	CCCCC(=O)N/N=C/c1c(O)n(-c2ccccc2)c(=O)[nH]c1=O	4	1.9	11	1	8	-5	-3	4	-1
34	C[C@]12C=CC(=O)C=C1CC[C@@H]1C2CC[C@]2(C)OC(=O)CCC12 (stereo partly drawn)	-4	1.4	3	-1	3	16	0	10	8
35	CC1=CC(=O)OC2CC3OC4C[C@@H](C)C5OC6CC7O[C@]8(C)C/C=C\C9OC%10CC%11OC(CC(C)CO)CC(O)[C@]%11(C)OC%10CC9OC8C[C@]7(C)O[C@]6(C)CCC5OC4C[C@]3(C)OC12 (stereo partly drawn)	-2	3.1	35	28	14	22	-3	25	-4
36	CC1=CC(=C2C(=O)NC(=O)NC2=O)C=C(C(F)(F)F)N1Cc1ccccc1	-4	-2.6	14	-15	-4	6	1	-11	4
37	O=C(CN1CCOCC1)NCC(=O)Nc1ccc(Br)cc1C(=O)c1ccccc1	-1	-1.3	-11	8	-4	4	3	7	-1
38	Oc1cc2c(cc1CN1CCN(c3ccc(F)cc3)CC1)OCO2	2	-0.1	11	-12	8	10	-8	14	0
39	Cc1ccc(OCC(=O)N2CCN(Cc3ccc4c(c3)OCO4)CC2)cc1	-1	-1.3	10	-11	-18	-26	-1	0	-2
40	Cc1nn(CC(=O)N2CCC3(CC2)OCCO3)c(=O)c2cc3ccccc3n12	-3	-1.2	35	14	0	31	-3	16	-8
41	Clc1ccccc1CNC1CN2CCC1CC2 (stereo not drawn)	-2	-0.1	17	-19	-10	18	-1	-4	3
42	Cn1cccc1CNCCc1ccccc1	1	0.8	-7	12	-5	15	-2	0	nt
43	Cc1cc(C)nc(/N=C(\N)c2c(O)[nH]c(=O)[nH]c2=O)n1	-1	-1.5	-8	13	21	-32	4	7	1
44	CC(=O)Nc1cc([As](=O)(O)O)ccc1O	0	2.4	-11	-2	0	-1	2	4	-5
45	COc1ccc2c(c1OC)CN1CCc3cc4c(cc3[C@H]1C2)OCO4	-2	0.9	2	2	10	3	0	16	3
46	CCCCn1c(C)c(C(=O)O)c2cc(OC)ccc21	1	-0.9	-23	18	-11	11	0	21	2
47	O=C1CC2OCC=C3CN4CCC56c7cc([N+](=O)[O-])ccc7N1C5C2C3CC46 (stereo not drawn)	-1	0.0	21	-1	7	1	-2	-4	7
48	C=CCn1c(O)c(C(CC)=Nc2ccc(C(=O)O)cc2)c(=O)[nH]c1=O	-2	-0.2	5	-14	1	4	-1	9	-6
49	COc1cccc(NC(=O)[C@@H](NC(=O)N2C[C@H]3C[C@@H](C2)c2cccc(=O)n2C3)C(C)C)c1	2	0.2	4	-25	0	-43	-2	1	5
50	CCCCCn1cc(C(=O)C(=O)N2CCOCC2)c2ccccc21	-4	-0.8	3	15	5	-8	-3	6	-5
51	C=C(C=O)CC1CC(O)[C@]2(C)OC3CC4OC5C[C@]6(C)O[C@]7(C)CCC8OC9C[C@]%10(C)OC%11C(C)=CC(=O)OC%11CC%10OC9C[C@@H](C)C8OC7CC6O[C@]5(C)CC5OC5C4OC3CC2O1 (stereo partly drawn)	-4	-8.9	99*	59*	-14	28	-8	-7	28
52	CCOC(=O)C1C(=O)NC23CCCC2C1c1ccccc1O3 (stereo not drawn)	-1	-2.7	12	5	-4	0	0	9	-13
53	COc1ccccc1-n1c(-c2ccccc2Br)nc2ccccc2c1=O	-4	-0.1	2	30	6	-4	-4	27	7
54	COC(=O)[C@@H]1C[C@@]1(C)[C@@H](NP(=O)(c1ccccc1)c1ccccc1)c1ccccc1	1	0.4	-12	21	12	3	-1	14	12
55	Cn1c(=O)[nH]c2nncnc2c1=O	-1	0.7	-16	5	-13	-20	2	8	-1
56	CCCCn1c(O)c(C(C)=NC(C)c2ccccc2)c(=O)[nH]c1=O (stereo not drawn)	-5	0.3	-6	-36	-25	14	5	-38	4
57	Cc1cc(C)c(-n2c(O)c(/C=N/NC(=O)c3ccncc3)c(=O)[nH]c2=O)c(C)c1	2	2.9	-2	-8	9	-1	2	5	0
58	C=CCn1c(O)c(N=Nc2c(C)n(C)n(-c3ccccc3)c2=O)c(=O)[nH]c1=S	-1	1.1	2	18	9	4	-2	11	24
59	CC(=O)CC(c1ccccc1[N+](=O)[O-])c1c(O)c2ccccc2oc1=O (stereo not drawn)	5	0.6	-11	11	13	-7	-2	10	3
60	O=C(CCN1CCCCC1)NCC(=O)Nc1ccc(Br)cc1C(=O)c1ccccc1	-3	4.4	28	20	3	6	0	-6	12
61	Cc1cc(C=C2C(=O)N(C)C(=S)N(C)C2=O)c(C)n1-c1ccncc1	1	4.3	9	16	6	4	-6	21	6
62	O=C(Cn1cnc2ccccc2c1=O)NCC(=O)N1CCC2(CC1)OCCO2	3	3.5	-37	-12	-1	3	-3	4	-1
63	COc1ccc(-n2c(C)nc3cc(C(=O)N4CCC5(CC4)OCCO5)ccc32)cc1	-8	-2.2	31	0	-8	-19	0	13	-2
64	COc1ccccc1NC(=O)COC(=O)c1cc(C)n(C2CC2)c1C	-4	-0.9	-18	1	1	5	-1	-6	7
65	Cc1cc(OC(=O)c2ccco2)c2c3c(c(=O)oc2c1)CCC3	-1	-0.3	18	-5	0	16	1	5	1
